# TAAR1 antagonist: antagonists of human TAAR1; AID 624466; Q96RJ0; 360,000 tested, 1.5% active; CHO RD-HGA16 TAAR1, Fluo-8 calcium fluorescence, antagonist; inhibition, % at 3 µM;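 active means inhibition above a per-plate cutoff, the mean inhibition of test compounds on that plate plus 3 SD, cut at about 49% in these data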;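 further: 0% = DMSO plus EC80 beta-PEA response and 100% = DMSO alone without agonist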
# Target sequence (Q96RJ0 whole entry, looked up): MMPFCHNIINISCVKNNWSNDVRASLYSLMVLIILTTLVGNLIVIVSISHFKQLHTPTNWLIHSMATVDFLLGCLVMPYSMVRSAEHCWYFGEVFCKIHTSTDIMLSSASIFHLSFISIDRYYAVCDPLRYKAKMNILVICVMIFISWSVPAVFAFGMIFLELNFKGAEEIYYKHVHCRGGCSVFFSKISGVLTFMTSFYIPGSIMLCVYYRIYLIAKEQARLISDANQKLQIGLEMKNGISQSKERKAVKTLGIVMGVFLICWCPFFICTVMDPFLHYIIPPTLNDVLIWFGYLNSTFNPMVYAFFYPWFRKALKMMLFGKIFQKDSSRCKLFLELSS
#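 Material: CHO RD-HGA16 cells bearing hTAAR1; compound dosing: one-point dosing, 3 µM nominal final; schedule: dye loading 75 min at 37 °C, then 30 min room temperature; measured by: calcium fluorescence with Fluo-8; control set: vehicle and agonist controls; replication: n of 1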
# CHRM1 antagonist: antagonists of human M1 muscarinic receptor. inhibition, % at 3 µM. 360,000 tested, 1.3% active. CHO-K1 hM1, Fluo-8 calcium fluorescence, ACh EC80 antagonist;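 active means percent inhibition above its own plate's cutoff, namely the mean of that plate's compound wells plus 3 SD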;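 further: peak over basal fluorescence ratio during 140 s after agonist addition; 0% = ACh EC80 plus DMSO and 100% = DMSO alone without agonist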
# Target sequence (P11229 whole entry, looked up): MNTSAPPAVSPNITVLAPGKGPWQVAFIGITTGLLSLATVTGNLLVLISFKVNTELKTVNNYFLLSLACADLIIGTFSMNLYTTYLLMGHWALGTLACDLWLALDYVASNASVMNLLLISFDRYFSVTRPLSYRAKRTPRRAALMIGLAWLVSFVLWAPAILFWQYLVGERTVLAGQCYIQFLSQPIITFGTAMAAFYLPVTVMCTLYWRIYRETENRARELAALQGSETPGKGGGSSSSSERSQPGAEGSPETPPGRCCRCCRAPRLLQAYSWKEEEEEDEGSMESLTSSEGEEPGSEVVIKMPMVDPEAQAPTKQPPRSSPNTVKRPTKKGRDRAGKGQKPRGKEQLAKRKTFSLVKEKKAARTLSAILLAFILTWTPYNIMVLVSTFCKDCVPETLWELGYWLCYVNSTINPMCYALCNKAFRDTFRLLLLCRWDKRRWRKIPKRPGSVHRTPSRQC
# OXTR potentiator: human OXTR potentiation; activation, % at 3 µM; CHO-OTR cells, Fluo-8 calcium fluorescence, potentiator mode; 0% = oxytocin EC15, 100% = EC100; 320,000 tested, 0.061% active; AID 2445;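 active means activation above that plate's cutoff, the mean activation of tested compounds plus 3 SD, cut at about 6.6% in these data, passing the limit was not always enough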;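 further: 100% uses oxytocin at 75 nM as the full agonist control; some results filed as inactive read as strong as hits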
#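 Material: human OTR in CHO cells. Compound: 3.0 µM, one dose. Timing: compound 6 min at room temperature before oxytocin, 100 s read. Evaluation: % activation of max/min ratio relative to oxytocin controls. Replication: single well per compound, singlicate. Signal: Fluo-8 calcium dye fluorescence.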
# CHRM1 agonist: agonists of human M1 muscarinic receptor; P11229; CHO-K1 hM1, Fluo-8 calcium fluorescence, agonist mode; 0% DMSO, 100% acetylcholine EC100; activation, % at 3 µM; 360,000 tested, 0.33% active;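 active means activation above the run's mean compound activation plus 3 SD, cut at about 16% in these data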;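 further: peak over basal fluorescence ratio within a 140 s kinetic read after compound addition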
# CHO parental Ca: counter-screen for OX1R antagonists: effect in parental CHO cells. 330,000 tested, 0.63% active. parental CHO-K1, ATP-induced calcium, Fluo-8 fluorescence. inhibition, % at 5.6 µM;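 active means inhibition above that plate's mean sample inhibition plus 3 SD, cut at about 26% in these data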;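 further: 0% = ATP-challenged DMSO wells and 100% = DMSO wells without ATP; some compounds past the cut are filed as inactive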
#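 Test system: parental CHO cells; detection: calcium-sensitive Fluo-8 fluorescence; evaluation: percent inhibition of calcium signal; also added: ATP as calcium-mobilizing challenge; repeats: one well per compound; control set: ATP-challenged DMSO wells low, unchallenged DMSO wells high; compound: single nominal dose of 5.6 µM per compound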
# CHO-K1 Ca antag: counter-screen for M1 antagonists: effect in parental CHO-K1 cells; ATP-induced calcium, Fluo-8 fluorescence; inhibition, % at 3 µM; 360,000 tested, 0.6% active;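 active means inhibition above a per-plate cutoff, the plate's mean sample inhibition plus 3 SD, cut at about 24% in these data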;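 further: 0% = DMSO plus EC80 ATP and 100% = DMSO alone without ATP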
# TAAR1 ag: human TAAR1 agonism. CHO RD-HGA16 TAAR1, Fluo-8 calcium fluorescence; vehicle wells 0%, saturating PEA agonist 100%. activation, % at 3 µM. 360,000 tested, 0.99% active. AID 624467;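 active means activation above the mean activation of all test compounds in the run plus 3 SD, cut at about 38% in these data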
#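 System: CHO-derived RD-HGA16 cells with stable Gα16 and human TAAR1 / Times: 17-24 h plating, Fluo-8 75 min 37 °C, 30 min RT / Technique: calcium-sensitive Fluo-8 signal, excitation 470-495, emission 515-575 nm / Measure: % activation relative to PEA EC100 response / Benchmarks: DMSO and PEA EC100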
# M1 PAM parental: M1 PAM counterscreen hit in parental CHO-K1 cells. activation, % at 3 µM. ATP EC20, Fluo-8 calcium fluorescence; 0% at ATP EC20, 100% at ATP max. 360,000 tested, 0.02% active;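 active means activation above the run cutoff, the mean activation of all test compounds plus 3 SD, cut at about 40% in these data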;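 further: peak over basal fluorescence ratio in a 140 s read after ATP addition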
# M1 ag parental: nonselective activator or artifact in parental CHO-K1 cells. Fluo-8 calcium fluorescence; scaled to maximal ATP response, vehicle zero. activation, % at 3 µM. 360,000 tested, 0.48% active. AID 602248; in the data active means activation above about 15%;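 further: untransfected CHO-K1 host cells lacking M1 receptor as counterscreen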
# * hit, by the source's call; . = not tested or not shown. This is a random part of the collection (roughly 4.2% active in at least one column).
SMILES,TAAR1 antagonist,CHRM1 antagonist,OXTR potentiator,CHRM1 agonist,CHO parental Ca,CHO-K1 Ca antag,TAAR1 ag,M1 PAM parental,M1 ag parental
NC(=O)N1N=C2/C(=C/c3ccccc3)CCCC2C1c1ccccc1 (stereo not drawn),-6,-5,-11,2,3,-6,6,-21,2.0
Cc1cc(OCCCC(=O)NCCc2nnc3ccccn23)ccc1Cl,-6,-2,-3,-2,-4,-2,10,3,-0.3
CC(=O)c1coc2ccc(OCC(=O)O)cc12,-19,-6,-6,-1,-2,-3,12,8,-0.1
CC1=CCC2C(=O)N(c3cccc(C(=O)NCc4ccccc4)c3)C(=O)C2C1 (stereo not drawn),1,-10,-19,0,-6,-14,3,8,13
Cc1ccc(N2CCN(S(=O)(=O)c3ccc(F)cc3)CC2)c(C)c1,-12,0,-24,-3,6,1,4,-6,0.0
CCc1cccc(Nc2c3c(nc4ncnn24)CCC3)c1,-8,-4,-6,0,-18,-15,18,5,3.4
CC12CCC(=O)C=C1C(F)CC1C2C(O)CC2(C)C1CCC2(O)C(=O)CO (stereo not drawn),-23,-5,.,3,.,-3,2,-7,-0.2
Oc1ccc(N=Nc2nccs2)c(O)c1,.,-3,0,2,13,-12,.,7,5.8
COc1ccc(OC)c(NS(=O)(=O)c2ccc3[nH]c(=O)[nH]c3c2)c1,-12,-6,.,-3,.,-1,2,15,0.0
CCN(CC(=O)NC1CCS(=O)(=O)C1)C(C)C(=O)Nc1ccc(F)cc1 (stereo not drawn),4,-9,1,-2,-3,-11,1,-5,-0.3
CN(C(=O)c1cccc(NC(=O)C2CCN(C(=O)OC(C)(C)C)CC2)c1)C1CCC1,-5,-1,-2,-9,-6,-10,13,16,2.0
CN(C)C(=S)NC(=NCc1ccc([N+](=O)[O-])cc1)c1ccccc1,-10,-6,1,-5,2,-22,1,23,-0.2
Cc1cn([C@H]2C[C@H](O)[C@@H](/C=C/C(=O)NCc3ccc4c(c3)OCO4)O2)c(=O)[nH]c1=O,-7,-21,.,-2,.,-11,1,12,0.4
COc1ccc(C2(C(=O)Nc3cc(C)on3)CCOCC2)cc1,-6,-20,-8,-3,-9,0,4,-1,-0.3
Cc1ccc(NC(=O)c2oc3ccccc3c2NC(=O)C2CC2)cc1,-21,-3,-5,-1,-32,-10,-5,14,-0.4
CCN(CCCNC(=O)c1[nH]c(C)c(C(C)=O)c1C)c1ccccc1,18,-13,-8,-2,-16,-2,11,7,2.2
CCCCCCCCN1[C@@H](CC(C)=O)c2cc(C(F)(F)F)ccc2S1(=O)=O,35,5,-5,-2,-4,-17,4,13,1.1
O=C1c2ccccc2C(=Nc2ccccc2)C1c1cccc(Br)c1 (stereo not drawn),24,-9,-2,-4,-21,-10,1,18,-0.2
COc1cccc(NC(=O)N2CCN(S(C)(=O)=O)CC2)c1,-8,-11,5,-4,-9,15,3,4,-0.1
COc1ccc(C)cc1NC(=O)c1cc2c(CO)cnc(C)c2oc1=N,-3,-3,7,-3,-4,-9,-1,21,0.8
c1ccc(-c2cc3ccccc3cn2)cc1,3,-3,2,-5,-10,-10,18,7,-0.6
CCN(CC(=O)NCCc1ccc(S(N)(=O)=O)cc1)Cc1nc2cc(OC)c(OC)cc2c(=O)[nH]1,8,-12,-7,-4,-3,-3,1,2,0.2
O=C(c1ccc(Cl)cc1Cl)N1CCc2ccccc21,-7,-18,-1,-8,-7,-13,0,12,-0.2
O=C(COC(=O)CCS(=O)(=O)c1ccc(F)cc1)NC1CCCCC1,-12,-4,3,-4,-9,-8,0,-4,0.1
COc1ccc(CCNC(=O)Nc2ccc3c(c2)c(=O)n(C)n3Cc2ccc(F)cc2)cc1OC,8,-7,.,4,.,8,1,-14,-0.1
O=C(CC(n1cncn1)C(Cl)(Cl)Cl)c1ccc([N+](=O)[O-])cc1 (stereo not drawn),7,-3,-8,-6,0,-4,11,4,1.7
COC(=O)c1ccsc1NC(=O)c1ccc(Cl)s1,-10,-1,-1,0,-8,5,4,-2,-0.2
Cc1cc(Cl)c(S(=O)(=O)Nc2ccc3c(c2)OCO3)cc1OCC(=O)NC1CCCCC1,-21,-5,-2,-6,-16,0,7,13,1.6
COc1ccc(NC(=O)CN(C)C2CCCCC2)cc1Cl,-9,-6,1,-5,-23,5,0,4,14
OCCC1CN(Cc2cccc3c2OCO3)CCN1C1CCCCC1 (stereo not drawn),14,2,5,-12,-6,9,8,11,0.2
O=C(Nc1ccc(F)c([N+](=O)[O-])c1)C(=O)c1c(O)[nH]c2ccccc12,5,7,-2,-3,3,-16,0,-4,0.5
CCOc1ccc(CNC(=O)C2Cc3cc(S(=O)(=O)N4CCCCC4)ccc3N2C(C)=O)cc1 (stereo not drawn),-15,3,-5,-4,-20,-9,0,-6,0.1
CCc1nnc(NC(=O)CSc2ncnc3c2oc2ccccc23)s1,-9,3,-5,-3,-4,-1,1,15,0.3
CCn1c(-c2ccc(-c3ccccc3)cc2)c[nH]c1=S,-4,48*,-13,-6,-4,13,11,-6,0.0
COC(=O)[C@@H]1C[C@@]2(O)[C@H](O)[C@H](O)[C@H](O)C[C@H]2N1Cc1cc(OC)cc(OC)c1,-1,12,-8,-2,8,-5,6,-12,0.2
O=C(c1ccccc1)c1ccc2cc(O)ccc2c1,31,13,-21,-3,5,-3,6,-16,5.8
Cc1nn(-c2ccccc2)c(C)c1NC(=O)c1cccs1,-5,2,-8,-3,7,1,-1,9,0.3
CC(=O)C1=C(O)C(=O)N(c2ccc(S(=O)(=O)Nc3nccs3)cc2)C1c1ccc(F)cc1 (stereo not drawn),-8,-11,4,-1,-12,-10,1,8,1.0
COc1ccc(NC(=O)CCNS(=O)(=O)c2cccc(C(C)=O)c2)cc1S(N)(=O)=O,-12,-15,2,-2,-4,-7,2,7,0.2
O=C1NC(=NCc2ccccc2)S/C1=C/c1ccc(O)cc1,16,-1,-8,-4,8,-4,4,17,2.2
NC(=O)CCN1CCN(Cc2nc(C(c3ccccc3)c3ccccc3)no2)CC1,1,29*,-7,-15,-10,-3,8,18,-0.1
CCc1nc2sc(C(=O)O)c(N)c2c2c1CCCC2,0,-2,0,-1,-9,-11,-3,12,0.2
Cn1c(N)c(C(=O)COC(=O)Cc2ccccc2F)c(=O)n(C)c1=O,4,-3,-3,-1,-7,-12,1,18,1.4
Cc1ccc(S(=O)(=O)Nc2cc(C)on2)cc1,2,6,-5,-4,-3,-8,2,20,-0.2
CNC(=S)NNC(=O)c1cccs1,-20,0,-13,-2,-11,3,1,-2,4.8

# Reprinted from the results shown, six compounds:
SMILES,TAAR1 antagonist,CHRM1 antagonist,OXTR potentiator,CHRM1 agonist,CHO parental Ca,CHO-K1 Ca antag,TAAR1 ag,M1 PAM parental,M1 ag parental
CCc1nnc(NC(=O)CSc2ncnc3c2oc2ccccc23)s1,-9,3,-5,-3,-4,-1,1,15,0.3
CCn1c(-c2ccc(-c3ccccc3)cc2)c[nH]c1=S,-4,48*,-13,-6,-4,13,11,-6,0.0
COC(=O)[C@@H]1C[C@@]2(O)[C@H](O)[C@H](O)[C@H](O)C[C@H]2N1Cc1cc(OC)cc(OC)c1,-1,12,-8,-2,8,-5,6,-12,0.2
O=C(c1ccccc1)c1ccc2cc(O)ccc2c1,31,13,-21,-3,5,-3,6,-16,5.8
Cc1nn(-c2ccccc2)c(C)c1NC(=O)c1cccs1,-5,2,-8,-3,7,1,-1,9,0.3
CC(=O)C1=C(O)C(=O)N(c2ccc(S(=O)(=O)Nc3nccs3)cc2)C1c1ccc(F)cc1 (stereo not drawn),-8,-11,4,-1,-12,-10,1,8,1.0

# Another view of 4 compounds above.
O=C(c1ccccc1)c1ccc2cc(O)ccc2c1
  TAAR1 antagonist = 31	CHRM1 antagonist = 13	OXTR potentiator = -21	CHRM1 agonist = -3	CHO parental Ca = 5	CHO-K1 Ca antag = -3	TAAR1 ag = 6	M1 PAM parental = -16	M1 ag parental = 5.8
O=C1NC(=NCc2ccccc2)S/C1=C/c1ccc(O)cc1
  TAAR1 antagonist = 16	CHRM1 antagonist = -1	OXTR potentiator = -8	CHRM1 agonist = -4	CHO parental Ca = 8	CHO-K1 Ca antag = -4	TAAR1 ag = 4	M1 PAM parental = 17	M1 ag parental = 2.2
Cc1ccc(S(=O)(=O)Nc2cc(C)on2)cc1
  TAAR1 antagonist = 2	CHRM1 antagonist = 6	OXTR potentiator = -5	CHRM1 agonist = -4	CHO parental Ca = -3	CHO-K1 Ca antag = -8	TAAR1 ag = 2	M1 PAM parental = 20	M1 ag parental = -0.2
CCn1c(-c2ccc(-c3ccccc3)cc2)c[nH]c1=S
  TAAR1 antagonist = -4	CHRM1 antagonist = 48*	OXTR potentiator = -13	CHRM1 agonist = -6	CHO parental Ca = -4	CHO-K1 Ca antag = 13	TAAR1 ag = 11	M1 PAM parental = -6	M1 ag parental = 0.0

# The list continues:
SMILES,TAAR1 antagonist,CHRM1 antagonist,OXTR potentiator,CHRM1 agonist,CHO parental Ca,CHO-K1 Ca antag,TAAR1 ag,M1 PAM parental,M1 ag parental
Cc1nnc(N/N=C/c2c[nH]c3ccccc23)[nH]c1=O,-25,-5,-11,2,14,-13,0,15,0.0
O=C(c1ccc2c(c1)OCCO2)N(c1ccccn1)C1CCCCC1,3,-6,-1,-4,-4,-2,8,12,-0.4
Cc1nc(NC(=O)C23CC4CC(CC(C4)C2)C3)sc1Cc1ccc2c(c1)OCO2,-23,-5,-8,-8,-19,-5,0,18,0.1
COc1ccc2oc(=O)cc(C)c2c1,4,-1,5,-3,-4,2,7,18,7.3
CCCCCCCc1nc2c(=O)n(C)c3ccccc3c2o1,-4,-10,0,-4,-4,-4,1,-5,0.3
Cc1cccc(NC(=O)C(Cc2ccccc2)n2cccc2)c1 (stereo not drawn),15,-7,-6,-4,0,-3,-6,14,4.4
Cc1ccc(-n2ncc(C(=O)N3CCN(C(=O)c4ccco4)CC3)c2C2CCN(C(=O)OC(C)(C)C)CC2)cc1C,-6,-19,-7,0,-26,-16,2,12,0.6
NNc1nc2cc3c(cc2s1)OCCO3,-11,-2,5,-3,-2,-9,0,-5,0.6
CC(C)(C)OC(=O)CNC(=O)c1nc[nH]c1C(=O)NCc1ccc(CNC(=O)OC(C)(C)C)cc1,70*,34*,-19,-2,4,17,18,-19,12
Cc1ccc(COc2ccsc2C(=O)NNC(N)=S)cc1,3,-3,-8,-4,-2,-5,8,6,-0.5
CC(=O)Nc1cc(-c2nn3c(C)nnc3s2)ccc1C,-14,16,0,-3,-12,16,0,-11,-0.1
